# From PubChem
# MsrA inhibitor: bovine MsrA inhibition. purified bovine MsrA, absorbance read-out. inhibition, % at 15.5 µM. 360,000 compounds, 0.75% hits; in the data active means inhibition above about 4.5%;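 further: 0% = vehicle wells with enzyme and 100% = reference inhibitor wells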
# Tb MetRS inh: Trypanosoma brucei MetRS inhibition. purified T. brucei MetRS, ATP depletion, Kinase-Glo luminescence. inhibition, % at 11.9 µM. AID 624268. 360,000 compounds, 0.4% hits;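 active means inhibition above a per-plate cutoff of the control wells' mean inhibition plus 3 SD, cut at about 5.5% in these data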;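 further: 0% = DMSO wells median and 100% = median of wells with control inhibitor compound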
#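 Test system – parasite MetRS enzyme · Reagent – substrates ATP, L-methionine and bulk Escherichia coli tRNA · Doses – 11.9 µM compound single dose, 0.9% DMSO · Times – 15 min enzyme-compound preincubation, 2 h reaction, 10 min detection, 25 °C · Signal – Kinase-Glo luminescence, ATP depletion format · Controls – DMSO-only wells as low control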
# Rin1 Abl inh: inhibitors of human Rin1-Abl protein interaction; AID 588664; inhibition, % at 7.35 µM; 360,000 compounds, 0.4% hits; P00519+Q13671; TR-FRET Rin1/Abl binding, biochemical; in the data active means inhibition above about 5%, passing the limit was not always enough
# CSN inh: blocks human CSN-mediated cullin deneddylation; Q92905; Purified CSN, SCF-Nedd8-OG deneddylation, fluorescence polarization; inhibition, % at 12.5 µM; 360,000 compounds, 0.38% hits; AID 651999;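 active means pattern-corrected inhibition above about 35%, with an unprinted fluorescence ratio check between 0.5 and 1.5, limit read from the data, passing the limit was not always enough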;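 further: 0% = enzyme with substrate and 100% = substrate without enzyme; some results filed as inactive read as strong as hits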
# Target sequence (Q92905 whole entry, looked up, one chain of several): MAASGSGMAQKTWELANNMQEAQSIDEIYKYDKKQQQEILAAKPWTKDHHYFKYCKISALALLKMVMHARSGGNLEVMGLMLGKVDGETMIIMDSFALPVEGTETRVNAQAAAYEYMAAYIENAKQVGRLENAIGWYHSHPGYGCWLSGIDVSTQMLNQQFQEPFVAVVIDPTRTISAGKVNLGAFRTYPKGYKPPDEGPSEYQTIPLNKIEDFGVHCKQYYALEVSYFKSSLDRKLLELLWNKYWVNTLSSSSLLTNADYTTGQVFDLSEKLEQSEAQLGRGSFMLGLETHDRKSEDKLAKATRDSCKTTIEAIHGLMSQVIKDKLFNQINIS
#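 Material: purified human Csn5 enzyme expressed in HEK293T cells / Medium: Tris buffer pH 7.5, NaCl, DTT, Tween-20, trehalose, ovalbumin / Compound dosing: 12.5 µM single point / Schedule: 90 min incubation of compound, enzyme and substrate at room temperature / Signal: fluorescence polarization of the substrate / Control set: no-enzyme wells high, enzyme-with-substrate wells low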
# PABP1 MLLE inh: inhibitors of microRNA-mediated deadenylation, human PABP1 MLLE binding; GST-MLLE / FITC-PAM2 fluorescence polarization; inhibition, % at 20 µM; 360,000 compounds, 0.36% hits; in the data active means inhibition above about 35%, passing the limit was not always enough;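 further: plate controls were DMSO wells with GST-MLLE for no effect and wells lacking GST-MLLE protein for full effect; some results filed as inactive read as strong as hits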
# Target sequence (P11940 whole entry, looked up): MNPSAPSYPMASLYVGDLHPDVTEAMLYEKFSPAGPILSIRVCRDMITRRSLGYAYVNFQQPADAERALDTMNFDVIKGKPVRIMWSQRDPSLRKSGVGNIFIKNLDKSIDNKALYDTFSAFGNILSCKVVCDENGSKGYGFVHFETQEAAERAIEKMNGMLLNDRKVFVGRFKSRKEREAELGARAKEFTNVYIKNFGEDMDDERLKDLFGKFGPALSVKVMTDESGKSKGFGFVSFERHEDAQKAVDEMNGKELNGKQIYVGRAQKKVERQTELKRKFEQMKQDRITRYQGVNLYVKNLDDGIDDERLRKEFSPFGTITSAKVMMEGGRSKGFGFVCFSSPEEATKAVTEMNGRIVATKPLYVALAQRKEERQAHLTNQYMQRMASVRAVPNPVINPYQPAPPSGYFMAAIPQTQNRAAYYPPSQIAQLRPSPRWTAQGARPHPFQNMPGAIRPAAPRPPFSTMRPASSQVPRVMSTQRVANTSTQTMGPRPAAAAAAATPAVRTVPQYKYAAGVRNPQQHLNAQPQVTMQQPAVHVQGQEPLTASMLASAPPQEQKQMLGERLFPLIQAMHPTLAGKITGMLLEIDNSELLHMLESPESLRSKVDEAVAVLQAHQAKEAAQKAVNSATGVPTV
# FAS-TE inh: blocks the thioesterase domain of human fatty acid synthase; recombinant FAS-TE, OMFH fluorogenic substrate, fluorescence endpoint; P49327; AID 602261; inhibition, % at 15 µM; 360,000 compounds, 0.67% hits;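 active means compounds whose normalised, plate-corrected inhibition of enzyme fluorescence in the single-dose primary screen is 50% or more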;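 further: 0% = DMSO with enzyme and 100% = substrate without enzyme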
# Neddyl block: cullin neddylation inhibition. P61081+Q13564. TR-FRET cullin neddylation, biochemical. calls only at 25 µM. 360,000 compounds, 0.58% hits. AID 651699; in the data active means inhibition above about 36%
# MsrA act: activates bovine MsrA enzyme; purified bovine MsrA, absorbance read-out; activation, % at 10.6 µM; 360,000 compounds, 0.3% hits; AID 602163; in the data active means activation above about 7.5%;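 further: 0% = vehicle and 100% = reference activator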
# E coli Lon inh: inhibits E. coli Lon protease; P0A9M0; purified E. coli Lon protease, fluorescence polarization; inhibition, % at 7.94 µM; 360,000 compounds, 0.42% hits; AID 602123; in the data active means inhibition above about 13%, passing the limit was not always enough;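 further: 0% = enzyme with probe and DMSO and 100% = no enzyme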
# An asterisk follows results filed as active; i = inactive; nt = no result given; + = active, no number; & = joins results of further samples.
SMILES,MsrA inhibitor,Tb MetRS inh,Rin1 Abl inh,CSN inh,PABP1 MLLE inh,FAS-TE inh,Neddyl block,MsrA act,E coli Lon inh
COc1cc(OC)c(C2C(C#N)=C(N)OC3=C2C(=O)CC(C)C3)cc1OC (stereo not drawn),0.6,-0.6,-5,-1,12,-9,i,2,15
COc1ccc(CNC(=O)C2CCN(S(=O)(=O)N3CC(C)CC(C)C3)CC2)cc1 (stereo not drawn),0.8,0.6,-7,-1,-9,0,i,-3,-11
Cc1cccc(N(C)C(=O)c2cnn(-c3ccccc3)c2C)c1,0.1,-1.0,1,-4,5,0,i,-5,9
CN(Cc1cnn(C)c1)Cc1nc(Cc2ccccc2Cl)no1,-1.5,0.4,6,-11,8,-4,i,-2,-2
COc1ccc(CNc2ccc(N3CCN(C(C)=O)CC3)cc2)cc1OC,1.1,0.2,-1,1,17,-10,i,-1,-1
Cc1cc(C)cc(OCC(=O)NNC(=O)c2ccoc2C)c1,0.8,0.2,-3,2,7,-4,i,-1,4
Cc1cc(C(=O)COC(=O)Cn2cnc3c2c(=O)n(C)c(=O)n3C)c(C)n1C,-0.7,-1.1,1,2,-4,-5,i,-3,-1
COc1ccc(S(=O)(=O)N2CCc3cc4c(cc3C2C)OCCCO4)cc1 (stereo not drawn),1.5,0.2,3,2,-15,15,i,-2,-2
Cc1ccc2cc(CCNC(=O)c3cccc([N+](=O)[O-])c3)c(=O)[nH]c2c1,0.0,-0.1,-2,-2,-12,11,i,-3,4
CC(=O)OCP(C)(=O)COC(C)=O,-0.4,-1.9,-3,2,-1,-7,i,-10,-1
CCOC(=O)c1cc2ccc3ccccc3c2oc1=O,15*,-0.8,-8,3,9,-3,nt,-3,6
CCCc1cc(=O)n(-c2nc3ccccc3s2)[nH]1,-0.5,-0.3,3,6,8,-4,i,-4,2
O=S(=O)(NCc1ccccn1)c1ccc(Cl)s1,-0.8,-1.0,0,-12,7,3,i,-10,4
COc1ccc(/C=N/NS(=O)(=O)c2ccccc2)cc1OC(=O)c1ccc(C)cc1,0.4,-1.2,-2,-2,-15,19,i,-2,8
COc1ccc(N=CC=C2OC(C)(C)C(C)(C)O2)cc1OC,0.1,-0.3,4,1,-11,-6,i,-6,6
COc1cccc(C(=O)C[n+]2cccc3cc(OC)ccc32)c1,1.1,-0.5,0,21,-18,-10,i,-6,-14
COc1ccc2[nH]c(=O)c(CN(CCCN(C)C)C(=O)Nc3ccccc3)cc2c1,1.6,1.1,1,-5,-2,-7,i,2,0
CC(C)[C@H](NC(=O)OC(C)(C)C)c1cc(C(=O)NCCc2c[nH]c3ccccc23)c(N)s1,-0.5,-0.1,nt,7,nt,nt,i,nt,nt
CCOC(=O)[C@]12CCCC=C1N(Cc1cccc3ccccc13)C(=O)[C@H](CC(=O)N1CCSCC1)C2,-0.1,-0.5,nt,2,nt,15,i,-2,1
CCOc1ccc(-c2cc(CCCC(=O)NCc3ccc(C)cc3)no2)cc1,-0.5,0.1,2,6,5,-3,i,-3,-5
Cc1ccc(C(=O)Nc2cccc(-c3ccc(N4CCOCC4)nn3)c2)cc1C,1.1,-0.4,4,-5,-3,10,i,2,-3
CN1C(=O)N(c2cccc3ccccc23)C(n2cncn2)C1(C)C (stereo not drawn),-0.7,-1.0,5,0,-1,-17,i,-13,-4
CN(C)CCCOc1nn(Cc2ccccc2)c2ccccc12,-0.4,-0.1,-2,3,0,-1,i,0,10
CC1CCc2sc3nc(N4CCN(CCO)CC4)n4ncnc4c3c2C1 (stereo not drawn),0.5,-0.5,0,3,-4,-9,i,-1,-6
CC(C)NC(=O)NC(=O)COC(=O)c1ccc(NC(=O)CC#N)cc1,1.2,0.0,-2,1,-7,-4,i,0,-2
# Next structures
SMILES,MsrA inhibitor,Tb MetRS inh,Rin1 Abl inh,CSN inh,PABP1 MLLE inh,FAS-TE inh,Neddyl block,MsrA act,E coli Lon inh
O=C(C1CCN(S(=O)(=O)N2CCC3(CC2)OCCO3)CC1)N1CCc2ccccc2C1,1.1,-0.1,1,2,8,-6,i,0,6
O=C(CSc1ncn[nH]1)Nc1cc(S(=O)(=O)N2CCCC2)ccc1Cl,1.8,-0.8,1,-2,21,-22,i,-2,-6
CS(=O)(=O)c1nc(S(=O)(=O)c2ccc(Cl)cc2)c(NCCCn2ccnc2)s1,0.3,-1.3,5,7,11,-4,i,-13,6
Cc1ccc(-c2nc(C#N)c(N3CCCCC3)o2)cc1,1.9,0.7,-3,4,-8,20,i,-3,3
O=C1CCCC2=C1C(O)(C(F)(F)F)C(=O)N2Cc1ccccc1 (stereo not drawn),2.8,-0.9,-1,6,5,-8,i,-11,-2
COc1cccc(C2CC(c3ccc(C)cc3)=NN2C(=O)c2ccccc2F)c1OC (stereo not drawn),0.0,-0.8,-1,-1,6,19,i,-3,8
FCCCOc1ccc(-c2nccc(-c3ccc(Br)cc3)n2)cc1,-0.2,-0.3,1,-2,4,21,i,-2,6
CCN(CC)C(=O)CSc1nc2[nH]ncc2c(=O)[nH]1,0.7,-0.3,0,1,-19,-4,i,-4,0
COc1ccc(N2C(N)=NC(N)=NC23CCCC3)cc1,0.3,-0.2,-1,3,13,-7,i,-3,-12
N/C(=N\OC(=O)c1cccc([N+](=O)[O-])c1)c1ccccn1,-0.8,-0.2,1,-6,8,8,i,-2,10
Cc1c(C(=O)NCc2ccc3c(c2)OCO3)oc2ccc(S(=O)(=O)N3CCCCCC3)cc12,1.5,0.1,0,4,-4,15,i,-2,5
O=C(c1cccs1)C1C(c2ccc(Br)cc2)NC(=S)NC1(O)C(F)(F)F (stereo not drawn),-0.7,0.2,0,-4,-62,-5,i,-1,-12
O=C(NCCc1cccc(Cl)c1)c1cccnc1,1.1,0.4,4,2,0,-6,i,-5,-6
C=CCOc1ccc(Cl)cc1-c1noc(-c2csc([C@H]3C[C@H](O)[C@@H](CO)O3)n2)n1,0.6,-0.1,-1,-1,0,-10,i,-4,-16
O=C(CN1CCOCC1)Nc1ccc(S(=O)(=O)N2CCCCCC2)cc1,-1.0,-0.5,1,3,13,-7,i,0,3
Cc1nc2ccccc2nc1Nc1cccc(Cl)c1,0.1,-1.4,1,1,-14,21,i,-3,2
CCCn1c(=S)[nH]c2cc(C(=O)NCc3ccccc3OC)ccc2c1=O,0.5,-0.2,0,0,-108,-4,i,1,7
Cc1cc2nc(C3CCCN(C(=S)Nc4ccccc4C)C3)[nH]c2cc1C (stereo not drawn),0.6,-0.2,0,-2,-93,-3,i,-1,-9
COc1cc(C(C)=O)ccc1OCC(O)CN1CCN(c2c(C)cccc2C)CC1 (stereo not drawn),-1.3,-0.2,-1,-3,0,-2,i,-2,-9
O=C1NC(=S)N/C1=C\c1cccnc1,2.6,2.5,-4,1,8,-1,i,-3,1
NS(=O)(=O)c1ccc(CCNC(=O)c2cccc(S(=O)(=O)N3CCCC3)c2)cc1,-0.2,-0.1,0,-2,3,-9,i,-5,-9
Cc1c(C(C)NC(=O)c2cc(COc3cccc4cnccc34)on2)cnn1C (stereo not drawn),1.1,0.1,-1,2,3,0,+,-1,2
CN=C1SC(CC(=O)NCCc2ccc(OC)c(OC)c2)C(=O)N1C (stereo not drawn),1.1&0.8,-0.2&0.1,-2&0,3&-3,11&-4,-4&-8,i,-4&-6,-11&-3
CCOc1ccccc1C1C(C(N)=O)=C(C)Nc2nc(CCCO)nn21 (stereo not drawn),1.4,-0.7,-1,-1,-5,-9,i,-8,0
C1CCN2CC3CC(CN4CCCC[C@@H]34)[C@H]2C1,2.2,-0.9,-3,-3,-8,-4,i,-4,-5

# Arranged by formula weight (rising): 16 of the compounds above.
SMILES,MsrA inhibitor,Tb MetRS inh,Rin1 Abl inh,CSN inh,PABP1 MLLE inh,FAS-TE inh,Neddyl block,MsrA act,E coli Lon inh
O=C1NC(=S)N/C1=C\c1cccnc1,2.6,2.5,-4,1,8,-1,i,-3,1
CC(=O)OCP(C)(=O)COC(C)=O,-0.4,-1.9,-3,2,-1,-7,i,-10,-1
CCCc1cc(=O)n(-c2nc3ccccc3s2)[nH]1,-0.5,-0.3,3,6,8,-4,i,-4,2
CCOC(=O)c1cc2ccc3ccccc3c2oc1=O,15*,-0.8,-8,3,9,-3,nt,-3,6
O=S(=O)(NCc1ccccn1)c1ccc(Cl)s1,-0.8,-1.0,0,-12,7,3,i,-10,4
CN(C)CCCOc1nn(Cc2ccccc2)c2ccccc12,-0.4,-0.1,-2,3,0,-1,i,0,10
CC(C)NC(=O)NC(=O)COC(=O)c1ccc(NC(=O)CC#N)cc1,1.2,0.0,-2,1,-7,-4,i,0,-2
Cc1ccc2cc(CCNC(=O)c3cccc([N+](=O)[O-])c3)c(=O)[nH]c2c1,0.0,-0.1,-2,-2,-12,11,i,-3,4
Cc1cc2nc(C3CCCN(C(=S)Nc4ccccc4C)C3)[nH]c2cc1C (stereo not drawn),0.6,-0.2,0,-2,-93,-3,i,-1,-9
O=C(CN1CCOCC1)Nc1ccc(S(=O)(=O)N2CCCCCC2)cc1,-1.0,-0.5,1,3,13,-7,i,0,3
CCCn1c(=S)[nH]c2cc(C(=O)NCc3ccccc3OC)ccc2c1=O,0.5,-0.2,0,0,-108,-4,i,1,7
Cc1c(C(C)NC(=O)c2cc(COc3cccc4cnccc34)on2)cnn1C (stereo not drawn),1.1,0.1,-1,2,3,0,+,-1,2
COc1ccc(CNC(=O)C2CCN(S(=O)(=O)N3CC(C)CC(C)C3)CC2)cc1 (stereo not drawn),0.8,0.6,-7,-1,-9,0,i,-3,-11
O=C(C1CCN(S(=O)(=O)N2CCC3(CC2)OCCO3)CC1)N1CCc2ccccc2C1,1.1,-0.1,1,2,8,-6,i,0,6
CS(=O)(=O)c1nc(S(=O)(=O)c2ccc(Cl)cc2)c(NCCCn2ccnc2)s1,0.3,-1.3,5,7,11,-4,i,-13,6
CCOC(=O)[C@]12CCCC=C1N(Cc1cccc3ccccc13)C(=O)[C@H](CC(=O)N1CCSCC1)C2,-0.1,-0.5,nt,2,nt,15,i,-2,1

# Continued.
SMILES,MsrA inhibitor,Tb MetRS inh,Rin1 Abl inh,CSN inh,PABP1 MLLE inh,FAS-TE inh,Neddyl block,MsrA act,E coli Lon inh
CCN1C(=O)C2C(c3ccccc3F)NC(Cc3ccc(O)cc3)(C(=O)OC)C2C1=O (stereo not drawn),0.2,-0.1,0,-4,-3,-9,i,0,0
O=C(COC(=O)CCC(=O)c1ccc(F)cc1)Nc1cccc(S(=O)(=O)N2CCCC2)c1,-1.5,-0.1,1,2,5,13,i,-2,-8
O=C(O)c1cccc(-c2ccc(/C=N/n3cnnc3)o2)c1,4.4,0.2,-3,1,4,-5,i,-6,-11
COc1cc(C(C)=O)ccc1OC(=O)c1cc2cccc(OC)c2oc1=O,1.3,-0.1,-4,2,4,-5,i,-4,5
C=CCN(CC=C)C(=O)C1CCN(S(=O)(=O)c2ccc(-n3cnnn3)cc2)CC1,0.0,0.1,4,5,-12,2,i,-1,-12
O=C(N/N=C/c1c(O)ccc2ccccc12)C(=O)N1CCCC1,1.5,-0.2,-7,4,2,1,i,-3,-126

# In a second layout: two of the compounds above.
smiles	MsrA inhibitor	Tb MetRS inh	Rin1 Abl inh	CSN inh	PABP1 MLLE inh	FAS-TE inh	Neddyl block	MsrA act	E coli Lon inh
CCN1C(=O)C2C(c3ccccc3F)NC(Cc3ccc(O)cc3)(C(=O)OC)C2C1=O (stereo not drawn)	0.2	-0.1	0	-4	-3	-9	i	0	0
O=C(COC(=O)CCC(=O)c1ccc(F)cc1)Nc1cccc(S(=O)(=O)N2CCCC2)c1	-1.5	-0.1	1	2	5	13	i	-2	-8
